Kir21 block = blocks the mouse Kir2.1 inward-rectifier potassium channel. P35561. B-score at 10 µM. AID 1672. HEK293-Kir2.1, FluxOR thallium flux fluorescence; active compounds read low. 310,000 compounds, 0.85% hits;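 active = fluorescence ratio B-score at or below minus 3 SD of library scores, with starting-brightness B-score within 2 SD, cut at about -4.2 in these data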;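 note: channel flux triggered by added potassium and thallium sulfate stimulus; B-score of peak minus minimum fluorescence over baseline after thallium stimulus; more negative B-score means stronger Kir2.1 block with less thallium influx; some compounds called inactive have numbers as strong as hits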
KCNQ2 block = KCNQ2 potassium channel inhibitors, primary screen, cell-based, CHO-K1, FluxOR thallium flux, B-score (AID 2156) | O88943 | 20 min; active compounds read low | B-score at 10 µM | 310,000 compounds, 1.1% hits;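 active = fluorescence ratio B-score at most minus 3 library SDs, with starting brightness B-score within 2 library SDs, cut at about -5.5 in these data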
Target sequence (O88943 whole entry, looked up): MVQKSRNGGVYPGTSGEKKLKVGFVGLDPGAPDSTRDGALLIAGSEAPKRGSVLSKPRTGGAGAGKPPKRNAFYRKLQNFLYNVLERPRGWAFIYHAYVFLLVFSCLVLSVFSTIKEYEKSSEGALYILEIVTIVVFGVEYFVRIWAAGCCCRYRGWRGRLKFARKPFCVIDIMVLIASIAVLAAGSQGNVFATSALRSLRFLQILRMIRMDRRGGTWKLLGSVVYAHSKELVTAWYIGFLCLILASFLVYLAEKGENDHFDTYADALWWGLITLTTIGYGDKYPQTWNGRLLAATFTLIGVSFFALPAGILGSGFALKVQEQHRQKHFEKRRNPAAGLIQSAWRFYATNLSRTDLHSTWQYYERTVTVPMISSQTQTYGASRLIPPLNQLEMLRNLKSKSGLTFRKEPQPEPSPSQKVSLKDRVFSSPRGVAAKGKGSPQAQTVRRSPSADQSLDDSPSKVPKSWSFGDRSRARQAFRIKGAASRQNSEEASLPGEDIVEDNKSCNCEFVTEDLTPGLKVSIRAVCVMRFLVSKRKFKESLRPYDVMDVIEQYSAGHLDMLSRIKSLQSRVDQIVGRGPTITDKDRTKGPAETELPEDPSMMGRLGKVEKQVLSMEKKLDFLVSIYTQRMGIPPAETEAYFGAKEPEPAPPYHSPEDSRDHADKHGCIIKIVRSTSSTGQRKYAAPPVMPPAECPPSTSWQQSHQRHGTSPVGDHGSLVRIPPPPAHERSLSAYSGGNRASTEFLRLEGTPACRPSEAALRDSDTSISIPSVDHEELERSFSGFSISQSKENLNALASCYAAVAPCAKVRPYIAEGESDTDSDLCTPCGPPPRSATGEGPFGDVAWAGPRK
Starred values were filed as active, the others as inactive; i = inactive.

SMILES | Kir21 block | KCNQ2 block
COc1cc([N+](=O)[O-])ccc1NC(=S)NNC(=O)CCC(=O)Nc1ccccc1Cl | 2.3 | i
CC(=O)c1cccc(CN2CCN(Cc3ccccc3)C(CCO)C2)c1 (stereo unspecified) | -1.3 | i
Cc1cc(NC(=O)c2cc3ncc(Br)cn3n2)no1 | -0.59 | i
CC(=O)Nc1ccc2nc(NC(=O)CN3CCOCC3)sc2c1 | 1.6 | i
CNC(=O)CC(C(=O)O)c1ccc(OC(C)C)cc1 (stereo unspecified) | -0.74 | i
CCN(CC)CCC(=O)c1ccc(F)cc1 | 0.97 | -9*
CC(C)C[C@@H](CN(C)N=O)N(C[C@H](Cc1ccccc1)N(CCc1ccccc1)N=O)N=O | 0 | i
CN1C(=O)Cc2cc(S(=O)(=O)Nc3ccc(N4CCOCC4)cc3)ccc21 | -0.2 | i
O=C(Nc1cccc(NC(=O)c2ccc(Cl)cc2Cl)c1)c1cccnc1 | -0.1 | i
O=C(CNC(=O)c1cccs1)N/N=C/c1ccccc1[N+](=O)[O-] | 1.1 | i
COc1ccc(Cl)cc1NC(=O)NCCN1CCCCC1 | 0.96 | i
Cc1cc(NS(=O)(=O)c2ccc(NC(=S)Nc3ccc(Cl)cc3C)cc2)no1 | 0.67 | i
O=C(CN1C(=O)C2C3C=CC(C3)C2C1=O)NC1CCCc2ccccc21 (stereo unspecified) | 1.6 | i
O=C(COC(=O)c1cccs1)NCc1cccs1 | 0.73 | i
CCOC(=O)C1=C(CN2CCC(C)CC2)NC(=O)NC1c1ccc(Cl)cc1 (stereo unspecified) | 1.8 | i
C=C(C)COc1ccc(-c2[nH]ncc2-c2ccc(Br)cc2)c(O)c1 | 2.4 | i
CCN(CC(=O)Nc1ccc2c(c1)OCCO2)C(=O)c1cc(=O)[nH]c2ccccc12 | -0.35 | i
Cc1ccc(NC(=S)N2CCN(S(=O)(=O)c3c(F)cccc3F)CC2)cc1C | 0.01 | i
COc1ccc(CCNC(=O)c2oc3ccc(S(=O)(=O)N4CCOCC4)cc3c2C)cc1OC | 1.1 | i
Cc1cccc(Nc2nc(N)nc(CC(=O)CSc3ccc(Cl)cc3)n2)c1 | 1.1 | i
CCn1c(SCC(=O)N/N=C/C=C/c2ccccc2[N+](=O)[O-])nnc1-c1ccccc1 | 0.16 | i
Cc1nc2ncnn2c(C)c1CCC(=O)NC(C)c1ccc2c(c1)OCCO2 (stereo unspecified) | 0.34 | i
CC(Nc1ccccc1)c1ccncc1 (stereo unspecified) | -2.1 | i
Cc1c(C(=O)Nc2ccc(Cl)cc2)c2ccccn2c1CCc1ccncc1 | -0.35 | i
CC(C)c1ccc(NC2CCCN(C(=O)c3ccnn3C)C2)cc1 (stereo unspecified) | 0.41 | i
(further entries)
SMILES | Kir21 block | KCNQ2 block
CCOC(=O)n1c(=O)n(Cc2cccc(C)c2)c2ccccc21 | -1 | i
CC(C)C1CCC(C(=O)N[C@H](Cc2ccccc2)C(=O)O)CC1 (stereo partly specified) | -0.03 | i
CSc1nnc(C2CCCN2)n1C (stereo unspecified) | -0.57 | i
COc1ccc(-c2nnc(SCC(=O)Nc3cc(F)ccc3C)o2)cc1 | -1.4 | i
CC(C)C(NS(=O)(=O)c1cccs1)C(=O)NCc1ccccc1Cl (stereo unspecified) | -0.73 | i
CN(Cc1ccon1)Cc1cn(C)nc1-c1ccc(Oc2ccccc2)cc1 | 1.1 | i
CC(=O)Nc1ccc(CN2CCN(CCc3ccccc3)C(CCO)C2)cc1 (stereo unspecified) | -0.29 | i
Cn1c(=O)n(C)c2cc(S(=O)(=O)Nc3ccccc3C(=O)O)ccc21 | -0.96 | i
Cc1ccc(-c2cc(C(=O)N/N=C/c3ccoc3)c3ccccc3n2)cc1 | 0 | i
CCOC(=O)Cn1c(=O)n(Cc2ccco2)c(=O)c2ccc(C(=O)NC3CCCC3)cc21 | 2.1 | i
Cc1ccc(N2CCN(C3=NC(=O)C(Cc4ccccc4)S3)CC2)cc1 (stereo unspecified) | 0.4 | i
Cc1cccc2c1NC(C)CC2C (stereo unspecified) | -1.1 | i
CCOC(=O)C1=C(CS(=O)(=O)c2ccc(F)cc2)NC(=O)NC1c1ccc(O)c(O)c1 (stereo unspecified) | 0.28 | i
NS(=O)(=O)c1ccc(CCNC(=O)CNC(=O)C2CCCCC2)cc1 | 1.2 | i
O=C(OCC(=O)N1CCN(C(=O)c2ccco2)CC1)c1cc(-c2cccc(Br)c2)nc2ccccc12 | 0.13 | -7*
Cc1ccc(CNC(=O)CN(c2ccc(C)cc2)S(=O)(=O)c2c(C)n[nH]c2C)cc1 | 0.04 | i
CN(C)c1cccc(C(=O)Nc2nnc(Cc3ccccc3)s2)c1 | 1.5 | i
CCn1c(C(=O)O)c(CC(=O)Nc2ccccc2F)c2ccccc21 | 0.8 | i
CC(=O)c1ccc(NC(=O)C(C)n2c3ccccc3c3nc(=O)cc(C)n32)cc1 (stereo unspecified) | 1.5 | i
COc1cc2cc(C(=O)N3CCC(Cc4ccccc4)CC3)[nH]c2cc1OC | 0.41 | i
COC(=O)c1[nH]c2ccc(F)cc2c1NC(=O)CCN1CCN(C(=O)c2ccco2)CC1 | 0.54 | i
COc1ccc(CCNC(=O)CN(c2ccc(OC)c(OC)c2)S(C)(=O)=O)cc1 | -0.97 | i
O=C(O)c1ccc(Cl)c(NCc2cccs2)c1 | -0.94 | i
Cn1c(=O)c2cc(S(=O)(=O)NC(C(=O)NCc3ccccn3)c3ccccc3)ccc2n(C)c1=O (stereo unspecified) | 2.4 | i
O=C(CNc1cccc(C(F)(F)F)c1)N/N=C/c1cn(-c2ccccc2)nc1-c1ccccc1 | 0.41 | i
Further records.
SMILES | Kir21 block | KCNQ2 block
CCC(=O)OCc1c(C(F)(F)F)nn(C)c1Sc1ccc(Cl)cc1 | -4.9* | i
CCC(C)(C)NC(=O)C(c1cccc(OC)c1)N(C(=O)CNC(=O)c1cccs1)c1cccnc1 (stereo unspecified) | -0.28 | i
C=Cc1ccc(N=Cc2c(O)ccc3ccccc23)cc1 | -0.68 | i
O=C(CSc1nnc(-c2cccc(Br)c2)o1)N1CCOCC1 | -2.1 | i
Cc1ccc(-c2c(C#N)c(N)nc3c2CCCCC3)o1 | 1.9 | i
Cc1ccc(N(CCC#N)C(=O)COC(=O)C2=COCCO2)cc1 | 0.12 | i
CN(c1ccc(OCC(=O)OCC(=O)Nc2ccc(Br)cc2)cc1)S(=O)(=O)c1cccs1 | 1.5 | i
Cc1ccc(C)c(C2=NNC(=NCc3ccccc3)SC2)c1 | -0.01 | i
OC(C#CCN1CCOCC1)(c1ccccc1)C1CCCCC1 (stereo unspecified) | -0.02 | i
O=c1oc2ccccc2c(NC2CCCCC2)c1NS(=O)(=O)c1ccc(Br)cc1 | 2.2 | i
CCN(Cc1ccccc1)C(=O)CC(=O)N(CC)Cc1ccccc1 | -0.03 | i
CCOC(=O)CSc1nc(C)c2cc(OC)ccc2n1 | 0.22 | i
Cc1ccc(C(=O)NNC(=O)c2csc(N3CCOCC3)n2)s1 | 0.05 | i
CC(NC(=O)COC(=O)c1cn(-c2ccccc2)nc1-c1cccs1)c1ccccc1 (stereo unspecified) | 0.94 | i
C=CCOC(=O)C1=C[C@@H](c2ccc(C(F)(F)F)cc2)C[C@@H](OCCCCO)O1 | -0.99 | i
O=C(Oc1ccc(/C=N/NC(=O)c2ccccc2O)cc1)c1ccccc1 | 1.1 | i
O=C(Nc1ccc(-c2csc(Nc3ccc(Cl)cc3)n2)cc1)c1cc([N+](=O)[O-])cc(C(F)(F)F)c1 | 0.11 | i
CC(C)CC(=O)NC(=S)Nc1cc(C(F)(F)F)ccc1N1CCOCC1 | 0.64 | i
CCOC(=O)C1=C(COC(=O)c2ccccc2[N+](=O)[O-])NC(=O)NC1C (stereo unspecified) | 0.02 | i
O=C(Nc1ccc(Oc2ncccn2)cc1)c1ccco1 | -1.7 | i
N/C(=N\c1nc2ccccc2o1)NC(=O)c1ccccc1Br | -0.26 | i
CN1C[C@H](C(=O)NC2(C)OC3(O)[C@@H]4CCCN4C(=O)[C@H](Cc4ccccc4)N3C2=O)CC2c3cccc4[nH]cc(c34)C[C@H]21 (stereo partly specified) | -0.01 | i
CCOC(=O)c1ccc(N2CCOCC2)c(NC(=O)c2ccc3c(c2)OCO3)c1 | 0.25 | i
COc1ccc(CCC(=O)N2CCN(c3ccccc3)CC2)cc1OC | -0.04 | i
COc1cc2nc(N3CCNCC3)nc(N)c2cc1OC | -0.03 | i
The results go on:
SMILES | Kir21 block | KCNQ2 block
CCOC(=O)c1ccc(NC(=S)Nc2ccc(Br)cc2N)cc1 | 3.5 | i
COCc1cc(N2CCOCC2)nc(SCc2ccc(Cl)cc2)n1 | 0.23 | i
COc1ccccc1-n1nnnc1SCC(=O)Nc1ccccc1 | -0.37 | i
C=CCNC(=S)NCc1cccnc1 | 0.9 | i
CCn1c(-c2ccc[nH]c2=O)nc2ccccc21 | -0.82 | i
O=C(CCCc1ccccc1)Nc1ccnn1C1CCN(Cc2ccccn2)CC1 | 0.35 | i
CC(NC(=O)c1ccccc1)C(=O)OCC(=O)c1ccc(Br)cc1 (stereo unspecified) | -2.4 | i
O=C(NCCCN1CCOCC1)c1ccc2c(c1)N(Cc1c(F)cccc1Cl)C(=O)c1ccccc1S2 | -2.7 | i
COCCCNC(=O)c1cc2cc3cc(OC)ccc3nc2o1 | 0.79 | i
COc1ccccc1-c1ccc(/C=C2\C=CC(=O)O2)o1 | -2.7 | i
c1cncc(-c2ccnc3ncnn23)c1 | 1.4 | i
CC(C)CC(O)(CC(C)C)C(=O)NNc1ccccc1 | 1.6 | i
Cc1ccc(NC(=O)COC(=O)CNC(=O)c2ccc3ccccc3c2)c([N+](=O)[O-])c1 | 1 | i
COc1ccc(NC(=O)CSc2nc3ccccc3c(=O)n2Cc2cccs2)c(OC)c1 | -0.44 | i
COc1ccc(C)cc1N(CC(=O)N/N=C/c1ccc2c(c1)OCO2)S(C)(=O)=O | 0.68 | i
COc1cc(C(=O)N2c3ccccc3CCC2C)cc(OC)c1OC (stereo unspecified) | -0.31 | i
COc1ccc(N=C2C(=Nc3ccc(OC)cc3)N(c3ccc(OC)cc3)C(=S)N2C(=O)c2ccc(OC)cc2)cc1 | -1.5 | i
O=C(Nn1c(Cc2cccs2)nc2ccccc2c1=O)c1cccs1 | 0.16 | i
O=c1[nH]c(C2CCN(S(=O)(=O)c3ccc(F)cc3)CC2)nc2c1nnn2Cc1ccc2c(c1)OCCO2 | 0.4 | i
Cc1cc(NC(=O)CSc2nnc(-c3ccncc3)n2Cc2ccccc2)n(-c2ccccc2)n1 | 0.05 | i
COC(=O)CCC(=O)NC(=S)Nc1ccc(S(=O)(=O)Nc2cc(C)on2)cc1 | 0.54 | i
COc1ccc(-c2nn(-c3ccccc3)cc2/C=C(\CC(=O)O)c2nc3ccccc3s2)cc1OC | -0.78 | i
Cc1ccc(S(=O)(=O)NC(C(=O)O)c2ccccc2)cc1 (stereo unspecified) | 0.05 | i
CC(=O)Cc1ccccc1OC(=O)c1ccco1 | 1.4 | i
O=C(CCc1nnc(CCCCc2ccccc2)o1)NCCCc1cccnc1 | -0.93 | i

3 compounds out of the list, sorted by molecular weight, high to low.
SMILES | Kir21 block | KCNQ2 block
CCOC(=O)Cn1c(=O)n(Cc2ccco2)c(=O)c2ccc(C(=O)NC3CCCC3)cc21 | 2.1 | i
COC(=O)CCC(=O)NC(=S)Nc1ccc(S(=O)(=O)Nc2cc(C)on2)cc1 | 0.54 | i
Cc1ccc(N(CCC#N)C(=O)COC(=O)C2=COCCO2)cc1 | 0.12 | i

Returning to the listing, starting two compounds before the break.
SMILES | Kir21 block | KCNQ2 block
CC(=O)Cc1ccccc1OC(=O)c1ccco1 | 1.4 | i
O=C(CCc1nnc(CCCCc2ccccc2)o1)NCCCc1cccnc1 | -0.93 | i
COc1cc(C(=O)NCC(=O)N2CCN(S(=O)(=O)c3cc(C)ccc3C)CC2)cc(OC)c1OC | 0.13 | i
CCCn1c(C)cc(/C=C(\C#N)C(=O)OCC(=O)Nc2cc(OC)c(OC)c(OC)c2)c1C | -0.94 | i
CCOc1cc(/C=C2/C(=N)N3C(=NC2=O)SN=C3S(C)(=O)=O)ccc1OC(=O)c1ccco1 | -0.7 | i
O=C(C1=C[C@H](c2ccc3c(c2)OCO3)C[C@H](OCc2ccc(CO)cc2)O1)N1CCN(Cc2ccc3c(c2)OCO3)CC1 | -0.83 | i
O=C(COc1ccc2c(C(F)(F)F)cc(=O)oc2c1)Nc1ccc(N2CCOCC2)cc1 | -0.04 | i
O=C(Nc1ccc(F)cc1)Nc1ccc(Cl)cn1 | -0.55 | i
COc1cc(/C=N/NC(N)=O)ccc1OC(=O)c1cccs1 | -0.25 | i
O=C(NCCCn1ccnc1)/C(=C\c1cccnc1)NC(=O)c1ccccc1F | 0.59 | i
O=C(NC(CSCc1ccccc1)C(=O)N/N=C/c1ccc(O)cc1O)c1ccc([N+](=O)[O-])cc1 (stereo unspecified) | -0.26 | i
O=C(CSc1nnc(Cc2ccccc2)n1Cc1ccco1)NC1CCCC1 | -0.02 | i
Nc1nc(Nc2ccc(Cl)cc2)nc2ccccc12 | -14* | i
OC(CNCc1ccc(F)cc1)(c1ccc(F)cc1)c1ccc(F)cc1 | -4.2 | i
COc1cc2c(c(OC)c1OC)-c1ccc(OC)c(=O)cc1C(NC(C)=O)CC2 (stereo unspecified) | -0.33 | i

Another view of part of the listing above.
CCCn1c(C)cc(/C=C(\C#N)C(=O)OCC(=O)Nc2cc(OC)c(OC)c(OC)c2)c1C
  Kir21 block = -0.94 | KCNQ2 block = i

CCOc1cc(/C=C2/C(=N)N3C(=NC2=O)SN=C3S(C)(=O)=O)ccc1OC(=O)c1ccco1
  Kir21 block = -0.7 | KCNQ2 block = i

O=C(C1=C[C@H](c2ccc3c(c2)OCO3)C[C@H](OCc2ccc(CO)cc2)O1)N1CCN(Cc2ccc3c(c2)OCO3)CC1
  Kir21 block = -0.83 | KCNQ2 block = i

Screens (PubChem)
